pPAFAH FP inh = pPAFAH (human) enzyme inhibition | recombinant pPAFAH, FP-rhodamine probe fluorescence polarization | AID 463082 | Q13093 | 330,000 tested, 1.5% active | inhibition, % at 3.39 µM;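 active = inhibition above the mean inhibition across the screen plus 3 SD, cut at about 25% in these data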;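 note: inhibitors block binding of the rhodamine activity-based probe so polarization drops; 0% = enzyme with DMSO and 100% = wells lacking pPAFAH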
Target sequence (Q13093 whole entry, looked up): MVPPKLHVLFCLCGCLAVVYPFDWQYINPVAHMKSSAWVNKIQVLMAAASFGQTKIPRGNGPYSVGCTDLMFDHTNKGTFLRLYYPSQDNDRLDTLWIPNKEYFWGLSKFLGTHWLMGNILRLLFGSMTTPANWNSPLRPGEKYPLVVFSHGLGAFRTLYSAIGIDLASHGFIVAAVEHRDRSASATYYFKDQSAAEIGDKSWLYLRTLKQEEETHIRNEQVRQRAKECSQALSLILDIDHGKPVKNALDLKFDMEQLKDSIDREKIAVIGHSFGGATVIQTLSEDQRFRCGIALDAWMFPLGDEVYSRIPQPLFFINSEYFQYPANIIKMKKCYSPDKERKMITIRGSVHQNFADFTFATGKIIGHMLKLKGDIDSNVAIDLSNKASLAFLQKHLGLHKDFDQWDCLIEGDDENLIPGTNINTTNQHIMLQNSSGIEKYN
ZTA DNA inh = blocks Epstein-Barr virus ZTA, an EBNA-1 counter-screen; ZTA-DNA binding, fluorescence polarization; AID 2234; inhibition, % at 11 µM; P03206; 320,000 tested, 0.15% active; in the data active = inhibition above about 33%
Target sequence (P03206 whole entry, looked up): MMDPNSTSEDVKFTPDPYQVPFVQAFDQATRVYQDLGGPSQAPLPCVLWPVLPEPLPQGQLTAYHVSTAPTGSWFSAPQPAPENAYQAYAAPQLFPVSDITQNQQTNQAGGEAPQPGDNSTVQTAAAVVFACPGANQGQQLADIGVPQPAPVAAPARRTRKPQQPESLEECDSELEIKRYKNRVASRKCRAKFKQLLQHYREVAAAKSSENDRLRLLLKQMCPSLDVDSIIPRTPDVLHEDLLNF
PAFAH1B2 inh = blocks human PAF acetylhydrolase 1b catalytic subunit 2; recombinant PAFAH1B2, FP-rhodamine activity probe, fluorescence polarization; inhibition, % at 3.39 µM; P68402; 340,000 tested, 1.2% active;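 active = inhibition above the mean of all tested compounds plus 3 SD, cut at about 24% in these data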;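 note: 0% = enzyme with DMSO and 100% = wells lacking PAFAH1B2; many of its hits are not listed in these tables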
LYPLA1 counter = LYPLA1 (human) inhibition in PME1 counter-screen. inhibition, % at 5.9 µM. O75608. recombinant LYPLA1, FP-Rh probe fluorescence polarization. AID 2174. 320,000 tested, 0.16% active;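 active = inhibition above the mean of all tested compounds plus 3 SD, set per campaign, cut at about 14% in these data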;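 note: inhibitors block serine hydrolase probe labeling of LYPLA1 so polarization falls; 0% = enzyme with DMSO and 100% = wells lacking LYPLA1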
EBNA-1 inhibitor = blocks EBNA-1 binding to DNA | inhibition, % at 14.8 µM | EBNA-1 DNA binding, fluorescence polarization | 300,000 tested, 0.34% active | AID 1950; in the data active = inhibition above about 28%
PREPL inhibitor = inhibitors of human prolyl oligopeptidase-like enzyme PREPL; 320,000 tested, 0.68% active; inhibition, % at 5.96 µM; recombinant PREPL, fluorescence polarization activity-based probe; Q4J6C6; in the data active = inhibition above about 43%;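 note: 0% = enzyme with DMSO and 100% = wells lacking enzyme; many of its hits are not listed in these tables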
PAFAH2 inh = inhibitors of human PAFAH2 | Q99487 | inhibition, % at 3.39 µM | 340,000 tested, 0.99% active | recombinant PAFAH2, FP-rhodamine activity probe, fluorescence polarization;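 active = inhibition above the mean over all tested compounds plus 3 SD, cut at about 30% in these data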;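 note: inhibitors block probe labeling of enzyme so polarization drops; 0% = enzyme with DMSO and 100% = wells lacking PAFAH2 protein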
PAFAH1B3 inh = PAFAH1B3 (human) inhibition; 340,000 tested, 0.28% active; inhibition, % at 3.39 µM; recombinant PAFAH1B3, FP-rhodamine probe, fluorescence polarization;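 active = inhibition above the screen-wide average of all tested compounds plus 3 SD, cut at about 25% in these data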;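 note: 0% = enzyme with DMSO only and 100% = wells lacking PAFAH1B3 protein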
Target sequence (Q15102 whole entry, looked up): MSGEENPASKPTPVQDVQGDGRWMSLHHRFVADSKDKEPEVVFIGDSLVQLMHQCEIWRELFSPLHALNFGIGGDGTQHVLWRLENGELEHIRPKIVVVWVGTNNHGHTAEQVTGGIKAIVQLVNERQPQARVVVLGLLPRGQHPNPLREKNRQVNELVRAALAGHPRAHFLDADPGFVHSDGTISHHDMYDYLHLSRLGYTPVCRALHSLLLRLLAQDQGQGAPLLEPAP
LYPLA2 inh = counter-screen for PME1 inhibitors: inhibitors of human LYPLA2; O95372; recombinant LYPLA2, FP-Rh probe fluorescence polarization; inhibition, % at 5.9 µM; 320,000 tested, 0.38% active; AID 2177;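 active = inhibition above the screen-wide mean plus 3 SD, limit set per campaign, cut at about 26% in these data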;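 note: 0% = LYPLA2 with DMSO and 100% = wells lacking LYPLA2 enzyme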
* hit, by the source's call; . = no result given; & = joins results of further samples. The list is partial; count on the stated rates, not on these rows.

compound,EBNA-1 inhibitor,ZTA DNA inh,PAFAH1B3 inh,PAFAH1B2 inh,PAFAH2 inh,LYPLA1 counter,PREPL inhibitor,LYPLA2 inh,pPAFAH FP inh
CCCCn1c(N)c(N(Cc2ccccc2OC)C(=O)CC2OC(=O)c3ccccc32)c(=O)[nH]c1=O (configuration not stated),1,21,6,1,-2,1,1,9,1
Cc1ccccc1CSCCNS(C)(=O)=O,3,0,10,8,-5,3,13,6,0
Cc1ccc(-c2cnc3n2CCCCC3)cc1,-8,-1,11,6,-7,0,-8,0,0
COc1ccc(C(=O)N2CCCC(c3nc(-c4cccs4)no3)C2)cc1 (configuration not stated),3,0,-3,3,3,1,-5,1,1
CCOc1ccccc1NC(=O)CSc1nnc(Cc2ccc(OC)cc2)c(=O)n1N,-3,1,14,2,3,1,-7,6,-1
CC1=C(C(=O)Nc2ccc(C)cc2C)C(c2cccs2)NC(=S)N1 (configuration not stated),5,-7,9,3,-4,-3,4,2,-1
O=C(NC1CCCc2ccccc21)C1CCC(CNS(=O)(=O)c2cccc3nsnc23)CC1 (configuration not stated),7,-5,-5,4,3,4,4,6,2
CC(C)N=C1CC(C)(C)CC(=O)/C1=C(/O)CCCN1C(=O)c2ccccc2C1=O,1,-17,6,0,6,-2,4,-2,-2
CC1(C)Oc2ccc(C(=O)Nc3ccccc3)cc2N(CC#N)C1=O,6,-5,6,3,-6,-1,4,-3,2
O=C1C2C3C=CC(C4CC34)C2C(=O)N1c1cc(Cl)ccn1 (configuration not stated),-7,3,2,8,1,-4,23,-1,-1
O=C(CNc1ccc(F)cc1)N/N=C1\CCCc2ccccc21,-6,-12,1,2,9,-4,7,-10,-6
Cc1ccn(-c2n[nH]c(C)c2[N+](=O)[O-])n1,-2,-12,8,4,9,-2,2,-5,2
CC(NC(=O)Cn1c(=O)oc2cc(S(=O)(=O)N3CCCC3)ccc21)c1ccccc1 (configuration not stated),-2,-14,2,-7,4,4,6,3,1
CCOC(=O)c1c(NC(=O)c2ccoc2C)sc2c1CCC2,-7,12,2,3,6,4,14,4,1
COc1ccc(-c2nc3n(c(=O)c2C#N)CCS3)cc1OC,0,19,4,-6,-9,-1,8,4,4
COc1ccc(OCc2nc3ccc(S(=O)(=O)Nc4ccccc4Cl)cc3[nH]2)cc1,0,5,0,6,-15,-13,-2,-13,17
CC(=O)Nc1ccc2c(c1)CCCC2=O,-4,-3,-3,10,5,3,17,-1,3
COc1cccc(CN2CC(C(=O)NCCCc3ccc(C)cc3)CCC2=O)c1 (configuration not stated),8,21,5,13,-5,-4,6,0,2
N#CC1=C(N)N(c2ccccc2)C2=C(C(=O)CCC2)C1c1ccsc1 (configuration not stated),1,3,8,3,0,-4,15,-4,19
O=C(O)CSc1nnc(-c2cccc(S(=O)(=O)N3CCOCC3)c2)n1-c1cccc(Cl)c1,-2,-9,4,1,-4,-3,9,-8,-2
Cc1ccccc1OCCOC(=O)c1nc2nccc(C)n2n1,-3,10,5,8,1,0,3,6,-1
CC(=O)OCc1c(C)cc(C)c(/C=C(/C#N)C(N)=O)c1C,-14,-8,4,1,-7,1,-8,1,8
CCc1ccccc1NC(=O)NC(C)c1ccc2c(c1)OCO2 (configuration not stated),-1,4,6,9,1,0,4,-1,3
COc1cc(Cl)c(C)cc1NC(=O)CSc1nnc(-c2cccnc2)n1Cc1ccco1,5,-1,6,6,2,-5,-6,-6,4
O=C(CSc1ccc(-c2ccncc2)nn1)c1ccccc1,-3,2,-13,0,3,-2,-7,0,2

Arranged by molar mass (lowest first): part of the list above
compound,EBNA-1 inhibitor,ZTA DNA inh,PAFAH1B3 inh,PAFAH1B2 inh,PAFAH2 inh,LYPLA1 counter,PREPL inhibitor,LYPLA2 inh,pPAFAH FP inh
N#CC1=C(N)N(c2ccccc2)C2=C(C(=O)CCC2)C1c1ccsc1 (configuration not stated),1,3,8,3,0,-4,15,-4,19
CC(C)N=C1CC(C)(C)CC(=O)/C1=C(/O)CCCN1C(=O)c2ccccc2C1=O,1,-17,6,0,6,-2,4,-2,-2
O=C(O)CSc1nnc(-c2cccc(S(=O)(=O)N3CCOCC3)c2)n1-c1cccc(Cl)c1,-2,-9,4,1,-4,-3,9,-8,-2

Following part:
compound,EBNA-1 inhibitor,ZTA DNA inh,PAFAH1B3 inh,PAFAH1B2 inh,PAFAH2 inh,LYPLA1 counter,PREPL inhibitor,LYPLA2 inh,pPAFAH FP inh
CCn1nc2cc(C(=O)NCC34CC5CC(CC(C5)C3)C4)ccc2c1OC,13,9,8,19,4,-1,-8,-8,2
Cc1cc(C(F)(F)F)n(-c2nc(C(=O)NNS(=O)(=O)c3ccccc3)cs2)n1,4,9,2,3,7,1,-18,1,8
Cc1ccc(C)c(NS(=O)(=O)c2ccc(OCC(=O)NCc3ccco3)cc2)c1,-12,-15,-4,7,4,-7,1,-10,39*
NC(=S)Nc1ccccc1Br,-10,1,4,-2,1,2,16,2,1
O=C(O)Cn1cnc2c(OCc3ccccc3)ncnc21,.,.,-4,4,-2,.,2,.,0
CCOC(=O)c1ccccc1NC(=S)N1CCC(C(N)=O)CC1,9,4,11,0,2,1,4,0,2
NS(=O)(=O)c1ccc(NS(=O)(=O)c2ccc(C3CNC(=O)C3)cc2)cc1 (configuration not stated),-3,-11,9,8,10,4,2,-2,-9
CCCOc1ccc(C(=O)N/N=C/c2c[nH]c3ccc(Br)cc23)cc1,1,16,9,7,0,-9,17,-6,27*
CCN(CC)C(=O)Cn1cnc2sc(C(=O)NCCCN3CCOCC3)c(C)c2c1=O,3,0,7,-1,-4,4,10,2,1
Cc1ccc(S(=O)(=O)N2CCOCC2)cc1NC(=O)Cn1nc(C)c([N+](=O)[O-])c1C,-7,-5,6,-1,2,3,0,4,2
COC(=O)c1ccc(CSc2nnc(NC(C)C)s2)cc1,-10,5,-1,5,11,-1,9,0,2
C[C@@H](C(=O)Nc1ccc2c(c1)OCCO2)n1c(=O)[nH]c2ccccc2c1=O,-4,8,5,4,0,3,18,10,5
COC(=O)c1cc(Nc2cc(C)nc3ncnn23)cc(C(=O)OC)c1,-8,-5,8,0,1,4,3,2,3
O=C(CCN1C(=O)/C(=C/c2ccccc2Cl)SC1=S)N1CCOCC1,-13,-19,-3,3,3,4,8,-4,1
COc1ccc2c(COC(=O)[C@H](C)NS(=O)(=O)c3ccccc3F)cc(=O)oc2c1,.,.,4,1,4,.,-7,.,0
Cc1ccc(C(=O)NCCNC(=O)COc2ccc(Cl)cc2)cn1,4,14,7,3,-1,-1,-1,-2,2
Cc1c(-c2cccc(NC(=O)c3cccs3)c2)nc2ncccn12,-11,-10,2,3,1,-2,7,-1,0
CC(C)OC(=O)CC12CN3CN(C1)CC(CC(=O)OC(C)C)(C3)C2=O,2,17,-4,-5,3,-1,7,3,4
Cc1cccc(C(CC(=O)NCCc2ccccc2)c2ccccc2)c1O (configuration not stated),-13,-16,9,1,5,-2,-5,-6,-11
COC(=O)c1c(NC(C)=O)sc2c1CCCC2,-9,-16,2,0,-1,1,1,4,7
Cc1ccc(CCNC(=O)C2CCC(=O)N2C(C)C)cc1 (configuration not stated),14,12,3,11,1,1,7,1,7
C=CCn1c(SC2CCOC2=O)nc2sc(C)c(C)c2c1=O (configuration not stated),-10,-13,6,2,3,3,3,5,8
CCOC(=O)C1=C(N)n2c(s/c(=C\c3cccs3)c2=O)=C(C(=O)OCC)C1c1cccs1 (configuration not stated),4,0,5,3,4,-1,-1,2,7
CCCCC(=O)Nc1ccccc1Oc1ccccc1,12,22,4,0,-3,2,0,4,2
CC(C)(C)S(=O)(=O)c1cnc(N2CCOCC2)nc1N,-3,-3,8,6,1,-2,-1,-4,3
CCc1cc(=O)oc2cc(OCC(=O)NC3CC(C)(C)NC(C)(C)C3)ccc12,0,-1,1,4,5,0,8,-3,3
CC1CCN(c2c(NCC3CCC(C(=O)Nc4ccccn4)CC3)c(=O)c2=O)CC1 (configuration not stated),9,10,-9,2,4,11,1,4,3
Cc1c(CCOC(=O)c2ccc(N3CCOCC3)c([N+](=O)[O-])c2)sc[n+]1CC#N,0,-4,2,-2,-3,2,11,7,3
Cc1cc(=O)n(C)c(=O)n1CCCCOc1cccc([N+](=O)[O-])c1,-5,18,-4,-2,-3,-2,4,2,2
CCCCNc1c(-c2ccc(OC)c(SC3CCCCC3)c2)nc2ccc(C)cn12,.,.,-4,1,8,.,25,.,10
Cc1cc(=O)[nH]c(Nc2ccc(Cl)cc2)n1,0,0,7,1,1,0,-5,-7,4
COc1ccccc1CCNC(=O)c1ccoc1C,1,-5,-10,14,-15,-3,3,1,6
Cc1ccccc1SCC(=O)N/N=C/c1ccc(F)cc1,4,9,3,0,9,-2,-12,0,1
CCc1ccccc1NC(=S)NCC1CCN(c2ccc(OC)cc2)C1 (configuration not stated),-12,-39,3,5,3,2,17,4,14
Cc1cccc(Nc2nc(N3CCCC3)nc(N3CCCC3)n2)c1,-10,-14,3,1,-6,0,17,3,2
O=C(Nc1ccc(Cl)cc1)NC1CCCc2ccccc21 (configuration not stated),-3,-7,1,2,2,0,6,-2,-1
COc1ccc(OC)c(NC(=O)C2CCCNC2=O)c1 (configuration not stated),17,-5,9,-4,-2,2,25,8,-4
Cc1ncc(C[n+]2csc(CCO)c2C)c(N)n1,-1&7,10&13,3&0,7&2,0&4,-3&1,4&3,-8&3,-3&5
O=C(NCc1ccncc1)Nc1ccccc1,7,2,6,-1,8,-2,2,-1,-1
Cc1ccsc1/C=C(\C#N)C(=O)NC1CCS(=O)(=O)C1 (configuration not stated),-8,-10,-1,3,-1,0,11,1,3
Cc1nc(CC(=O)c2ccc(O)cc2O)cs1,5,-1,7,4,-4,0,14,2,1
Cc1nc2oc(C(=O)c3ccc(Br)cc3)c(N)c2c2c1COC(C)(C)C2,7,-7,5,-3,8,-1,2,-3,0
